Compound activity (PubChem BioAssay)
SMARCA2 act: SMARCA2 function activation, primary screen. AID 652017. MG213 cells, MMTV-luciferase reporter, dexamethasone, overnight. activation, % at 9.1 µM. 370,000 compounds, 1% hits; in the data active = activation above about 7.8%;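 note: 0% = vehicle wells and 100% = reference activator wells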
NPR2 activator: GC-B (human) receptor activation. P20594. HEK293-GC-B cells, CNP EC30, cGMP TR-FRET; 0% at EC30 CNP, 100% saturating CNP. activation, % at 10 µM. 370,000 compounds, 0.11% hits;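 active = activation at 10 µM reaching about 35% in either raw or pattern-adjusted values, limit read from the data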
Target sequence (P20594 whole entry, looked up): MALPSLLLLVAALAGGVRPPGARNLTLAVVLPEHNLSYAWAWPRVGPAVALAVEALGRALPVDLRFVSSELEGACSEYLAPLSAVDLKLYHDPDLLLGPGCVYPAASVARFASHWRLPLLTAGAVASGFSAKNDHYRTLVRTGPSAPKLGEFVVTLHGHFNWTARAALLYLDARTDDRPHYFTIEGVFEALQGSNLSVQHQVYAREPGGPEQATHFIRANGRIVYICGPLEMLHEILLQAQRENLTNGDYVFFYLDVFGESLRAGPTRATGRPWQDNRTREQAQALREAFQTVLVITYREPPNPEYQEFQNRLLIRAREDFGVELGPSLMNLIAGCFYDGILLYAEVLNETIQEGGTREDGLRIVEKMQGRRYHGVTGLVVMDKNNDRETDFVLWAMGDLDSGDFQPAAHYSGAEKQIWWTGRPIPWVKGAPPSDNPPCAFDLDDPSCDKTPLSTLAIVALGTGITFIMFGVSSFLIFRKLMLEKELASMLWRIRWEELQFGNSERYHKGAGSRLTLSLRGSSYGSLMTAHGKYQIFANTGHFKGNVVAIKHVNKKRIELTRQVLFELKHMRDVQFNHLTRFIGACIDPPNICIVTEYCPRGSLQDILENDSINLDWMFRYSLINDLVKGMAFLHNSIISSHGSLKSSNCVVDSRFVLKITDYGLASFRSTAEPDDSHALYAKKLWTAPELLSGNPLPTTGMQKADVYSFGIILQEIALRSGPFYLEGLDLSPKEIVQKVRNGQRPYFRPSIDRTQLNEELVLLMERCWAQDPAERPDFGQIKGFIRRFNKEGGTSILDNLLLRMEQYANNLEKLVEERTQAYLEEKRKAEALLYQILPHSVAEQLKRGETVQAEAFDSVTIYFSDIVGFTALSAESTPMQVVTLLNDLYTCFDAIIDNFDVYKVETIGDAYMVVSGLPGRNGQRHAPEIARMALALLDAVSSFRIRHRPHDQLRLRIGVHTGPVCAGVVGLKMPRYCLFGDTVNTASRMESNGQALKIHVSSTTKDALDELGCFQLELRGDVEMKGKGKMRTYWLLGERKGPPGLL
hgDAF12 agonist: agonists of H. glycines DAF-12 nuclear receptor; 370,000 compounds, 1.8% hits; activation, % at 6.8 µM; HEK293 GAL4-hgDAF12 UAS-luciferase reporter, agonist luminescence; normalized to butyrate control;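 active = activation above a cutoff set at the mean of all screened compounds plus 3 SD, cut at about 10% in these data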;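 note: 0% = DMSO wells and 100% = sodium butyrate wells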
ssDAF12 agonist: S. stercoralis DAF-12 activation, primary screen; activation, % at 6.8 µM; AID 652126; 370,000 compounds, 1% hits; HEK293 ssDAF-12/GRIP1 lit1-tk-luc reporter, luminescence; % of 3 µM dafachronic acid response;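 active = activation above the mean over all tested compounds plus 3 SD, cut at about 0.9% in these data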;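 note: 0% = DMSO-only wells and 100% = 3 µM delta7-dafachronic acid wells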
hcDAF-12 act: activates DAF-12 receptor from parasite H. contortus | HEK293 hcDAF-12 lit1-tk-luc reporter, luminescence; 0% DMSO, 100% Δ7-dafachronic acid | AID 652067 | activation, % at 6.8 µM | 370,000 compounds, 1.4% hits;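 active = activation above the mean of all tested compounds plus 3 SD, cut at about 5.5% in these data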;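 note: 100% = response to 3 µM Δ7-dafachronic acid high control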
DAX1 inh-1: blocks DAX1 repression of SF-1 activated StAR promoter. 370,000 compounds, 1.1% hits. HEK293T StAR-luciferase reporter, SF-1/DAX-1 repression relief. AID 652010. inhibition, % at 6.8 µM;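 active = inhibition above the mean over all tested compounds plus 3 SD, cut at about 3.6% in these data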;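 note: 0% = DAX-1 cells with DMSO and 100% = cells lacking DAX-1 with DMSO; higher inhibition means more luminescence from relief of DAX-1 repression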
HGIII-sPLA2 inh: Inhibits HGIII-sPLA2 liposome hydrolysis, primary screen | QFRET BODIPY PC-A2 liposome hydrolysis, fluorescence | inhibition, % at 12.2 µM | 370,000 compounds, 0.56% hits | AID 743126;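 active = inhibition above mean plus 3 SD of compounds lying within the high and low control bounds, cut at about 19% in these data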;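 note: 0% = median of test compound wells and 100% = no enzyme DMSO wells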
DAX1 inh-2: inhibitors of human orphan nuclear receptor DAX1 (NR0B1). HEK293 Gal4-DAX1 luciferase reporter, luminescence. inhibition, % at 6.75 µM. P51843. AID 504766. 340,000 compounds, 0.99% hits;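 active = inhibition above the mean over all tested compounds plus 3 SD, cut at about 4.2% in these data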;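 note: 0% = DAX1-transfected cells with DMSO and 100% = empty-vector control cells with DMSO; inhibition shows as a rise in luminescence from relieved DAX1 repression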
FXN GAA850 act: frataxin GAA850 promoter activation. 360,000 compounds, 0.56% hits. activation, % at 6 µM. HEK293 lucGAA850 FXN promoter luciferase reporter, 24 h; percent of 10 µM SAHA response. AID 540364;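 active = activation above the average of all compounds screened plus 3 SD, cutoff fixed separately per campaign, cut at about 7.5% in these data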;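 note: 0% = DMSO wells and 100% = 10 µM SAHA wells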
ADAM10 inh: inhibits human ADAM10; recombinant ADAM10, EDANS/DABCYL FRET peptide cleavage, 3 h; inhibition, % at 7 µM; 370,000 compounds, 0.62% hits; AID 720582;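 active = inhibition above a per-campaign cutoff equal to the mean of compounds falling between control-based bounds plus 3 SD, cut at about 20% in these data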;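 note: 0% = DMSO wells while the 100% control is not disclosed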
GC-A act: GC-A (human) enzyme activation | P16066 | HEK293 GC-A cells, cGMP TR-FRET, EC30 ANP; 0% at EC30 ANP, 100% saturating ANP | activation, % at 10 µM | 370,000 compounds, 0.14% hits; in the data active = activation above about 40%
The depositor's hits bear a star; . = not tested or not shown.

SMILES	SMARCA2 act	NPR2 activator	hgDAF12 agonist	ssDAF12 agonist	hcDAF-12 act	DAX1 inh-1	HGIII-sPLA2 inh	DAX1 inh-2	FXN GAA850 act	ADAM10 inh	GC-A act
O=C(NC1CCCCC1)C(=S)N1CCOCC1	2	-1	-0.9	-1.0	-1.7	0.0	-1	0.4	-1.1	10	1
C/C=C(/C)C(=O)O[C@@H]1[C@H](OC(=O)C=C(C)C)c2c(ccc3ccc(=O)oc23)OC1(C)C	-2	-6	-0.8	-0.8	-1.2	0.5	3	1.7	1.0	-11	-6
CC1CCCCC1N1CN=C(Nc2nc3ccccc3s2)NC1 (centres undefined)	-1	2	3.0	-0.2	2.3	-0.1	-3	-0.4	0.8	3	4
O=C(CN1C(=O)c2cccc3cccc(c23)C1=O)NCCCO	-3	-4	1.6	-1.0	2.9	0.4	-3	-0.1	1.5	-357	2
CC1(C(=O)NCc2ccccc2)CN(S(C)(=O)=O)CC(=O)N1C1CC1 (centres undefined)	-3	4	2.0	-1.6	-2.0	-0.5	6	.	.	-10	3
CCOC(=O)N1CCN(S(=O)(=O)c2ccc(F)c(C(=O)Nc3cccc(Cl)c3C)c2)CC1	-3	3	-1.4	-1.1	-2.5	-0.3	-1	-1.7	-4.2	11	-3
O=C(O)c1nccnc1C(=O)Nc1ccccc1N1CCOCC1	-3	-1	4.0	-1.4	-1.6	-0.2	3	1.2	-0.8	-3	0
CCOc1ccccc1NC(=O)C(NCC1CCCCC1)c1ccccc1 (centres undefined)	-4	3	0.1	-1.7	-0.8	0.6	-6	-1.2	1.4	5	0
COc1ccc2sc(NC(=O)CC(C)C)nc2c1	5	5	7.9	-0.5	0.9	2.5	-5	3.6	3.4	-2	12
COc1ccc(NC(=O)CSCC(=O)N2CCN(C(=O)c3ccco3)CC2)cc1	0	2	0.4	-0.2	0.3	-0.1	4	-1.4	1.5	-9	0
O=C(CN1CCCCC1)NC1CCc2cc3c(cc21)CCC3 (centres undefined)	0	-3	0.2	-0.3	1.9	0.3	3	-0.9	0.8	4	-3
CCSc1nnc(C)n1-c1ccc(C(=O)O)cc1	2	8	-0.6	-0.8	-0.7	0.2	2	1.4	0.6	6	1

In a second layout: 2 of the compounds above
mol: COc1ccc(NC(=O)CSCC(=O)N2CCN(C(=O)c3ccco3)CC2)cc1
  SMARCA2 act: 0
  NPR2 activator: 2
  hgDAF12 agonist: 0.4
  ssDAF12 agonist: -0.2
  hcDAF-12 act: 0.3
  DAX1 inh-1: -0.1
  HGIII-sPLA2 inh: 4
  DAX1 inh-2: -1.4
  FXN GAA850 act: 1.5
  ADAM10 inh: -9
  GC-A act: 0

mol: O=C(CN1CCCCC1)NC1CCc2cc3c(cc21)CCC3 (centres undefined)
  SMARCA2 act: 0
  NPR2 activator: -3
  hgDAF12 agonist: 0.2
  ssDAF12 agonist: -0.3
  hcDAF-12 act: 1.9
  DAX1 inh-1: 0.3
  HGIII-sPLA2 inh: 3
  DAX1 inh-2: -0.9
  FXN GAA850 act: 0.8
  ADAM10 inh: 4
  GC-A act: -3

(list continues)
SMILES	SMARCA2 act	NPR2 activator	hgDAF12 agonist	ssDAF12 agonist	hcDAF-12 act	DAX1 inh-1	HGIII-sPLA2 inh	DAX1 inh-2	FXN GAA850 act	ADAM10 inh	GC-A act
Cc1ccc2c(c1)-n1c(nc3cc(Cl)ccc3c1=O)C(CC(C)C)NC2=O (centres undefined)	1	-8	-2.2	-0.2	-0.1	-0.3	5	.	.	-10	-1
CC(Oc1ccccc1)C(=O)N1CCN=C1SCc1ccccc1 (centres undefined)	-4	2	2.5	-0.7	-2.9	0.4	-6	-1.3	-1.1	-11	-2
CCCCNC(=O)c1cc([N+](=O)[O-])[nH]n1	5	4	-0.9	-0.7	-0.1	-0.4	5	0.1	-0.8	8	-1
CS(=O)(=O)N(CC(=O)NCc1ccc2c(c1)OCO2)Cc1ccc(Cl)cc1	0	3	1.7	-1.4	-1.2	-0.2	-8	0.6	3.4	4	-5
Cc1ccc(S(=O)(=O)N2C[C@H]3C(=O)C[C@@H](c4ccccc4)N(S(=O)(=O)c4ccccc4[N+](=O)[O-])[C@H]3C[C@H]2c2ccccc2)cc1	-4	2	-0.4	-1.0	-1.8	-1.6	-5	.	.	12	2
C[C@H]1Cn2cnc(C(=O)Nc3ccc(CNC(=O)OC(C)(C)C)cc3)c2C(=O)N1	-1	1	0.7	-0.7	-1.5	1.0	5	0.6	-1.3	-8	-2
CN(CC(=O)Nc1cccc(F)c1)C(=O)c1ccc(N2CCOCC2)c([N+](=O)[O-])c1	2	4	-0.7	-1.3	-0.8	-0.6	-3	-0.5	-0.8	5	0
COc1ccccc1NC(=O)CN1CCN(S(=O)(=O)c2ccc(Br)cc2)CC1	2	-17	-2.8	-1.1	-0.8	0.0	4	0.6	-1.1	0	-6
COC(=O)CCN(c1ccccc1)S(=O)(=O)c1ccc(OC)cc1	1	-6	-0.1	-1.8	-0.1	0.2	2	0.7	3.0	4	0
O=C(CCC1CCCCC1=O)c1ccccc1 (centres undefined)	0	3	-0.6	0.1	2.8	0.7	4	0.5	0.7	4	2
O=C(COC(=O)/C=C/c1ccc(OC(F)F)cc1)Nc1cccc(S(=O)(=O)N2CCCC2)c1	-2	4	1.0	-0.7	-1.6	0.7	-32	1.8	0.0	10	0
O=C(c1cc(-c2ccc(O)cc2)on1)N1CCCCCC1	1	-2	14*	0.1	6.8*	2.5	-10	5.1*	4.7	-18	-4
O=C(N[C@H](C(=O)N1CCC[C@H]1C(=O)NCCc1ccccc1Cl)C1CCCCC1)c1cccs1	0	-10	0.2	-0.9	-2.1	0.7	-13	.	.	9	-3
CC(C)(C)OC(=O)N1CCC2CCN(CCc3ccccc3)CC21 (centres undefined)	-5	5	1.2	-1.6	0.2	-0.9	-2	.	.	-10	2
C[C@H](NC(=O)c1ccccc1)C(=O)Nc1nc(-c2ccccn2)cs1	0	0	1.3	-1.9	-0.6	-1.9	-3	-0.7	0.0	-90	-3
CCN1CCC(=NNC(=O)c2ccc(C)c([N+](=O)[O-])c2)CC1	-1	4	0.0	-0.5	0.2	0.0	-3	0.8	-1.1	4	-3
COc1ccc(Cl)cc1NC(=O)CN(C)C(=O)Cn1cnnn1	-5	-2	3.5	-0.8	-0.1	0.0	-4	0.2	-0.7	1	-2
C[C@@H](C(=O)O)[C@H]1C[C@]1(C)[C@H](NC(=O)OCc1ccccc1)c1ccccc1	-2	-3	-0.3	-1.3	1.5	-0.5	-1	1.0	0.1	10	2
CCCC(=O)Nc1c(-c2ccccc2OC)c(=O)c2ccccc2n1C	-4	-5	-0.2	-1.2	1.7	-0.1	2	3.9	0.6	-56	-5
O=C(c1ccc2nc[nH]c2c1)N1CCN(c2cccc(C(F)(F)F)c2)CC1	-2	1	1.9	-1.7	-2.9	0.3	-21	0.2	-0.2	6	2
CC(C)c1ccc(CN2CCC(Oc3ccc(C(=O)N4CCCC4)cc3)CC2)cc1	1	0	-0.7	-0.9	-1.9	-1.8	-11	-0.8	0.0	-6	1
O=C(NC(=S)N1CCOCC1)C12CCC3CC(CC(C3)C1)C2	1	-3	1.2	-1.7	0.0	-0.2	4	1.6	-1.2	3	8
C=CCn1c(SCC(=O)Nc2c(C)n(C)n(-c3ccccc3)c2=O)nnc1-c1ccncc1	-4	-4	-0.4	-1.1	-3.1	0.3	10	1.4	0.4	-7	3
CC1Sc2ccc(C(=O)OCc3ccccc3Cl)cc2NC1=O (centres undefined)	2	-2	6.5	-0.7	2.2	6.1*	8	1.6	4.6	-12	1
CCOc1ccc(C(=O)NCC(=O)N2CCN(c3ccccc3O)CC2)cc1	-3	2	0.8	-1.1	-3.4	-0.1	-4	0.7	0.4	-6	1
COc1ccc(CNC(=O)/C=C/c2ccc(OCCCF)cc2)cc1	0	2	4.3	-1.3	-0.9	-1.0	3	-1.0	1.8	9	-2
CC1CN(C(=O)CN2C(=O)NC3(CCCC3)C2=O)C(=Nc2cccc(S(=O)(=O)N(C)C)c2)S1 (centres undefined)	-2	10	-0.6	-0.8	-1.2	-1.3	-4	-0.4	1.5	5	5
COc1ccc(C(=O)Nc2c(N)nc(SCC(=O)NCC3CCCO3)[nH]c2=O)cc1 (centres undefined)	2	2	1.1	-0.7	1.4	0.2	5	1.8	-0.4	-4	5
COC(=O)c1ccc2nc(-c3ccc4c(c3)OCO4)cn2c1	5	1	17*	1.7*	7.1*	10*	-4	-2.5	-4.3	-17	4
Cc1onc(-c2ccccc2)c1-c1nnc(COC(=O)c2ccc(F)cc2)o1	-3	-2	-1.0	-0.9	-1.5	-1.7	-17	0.3	-1.4	14	-1
COc1ccc(CN2CCN(C(C)C(=O)NC(C)c3ccc(F)cc3)CC2)cc1F (centres undefined)	-1	1	0.1	-1.5	-1.5	-0.7	5	-1.0	-1.4	-2	-2
CCc1ccc(C(=O)NNc2ccc(F)cc2F)cc1	-3	4	-2.8	-1.7	0.5	0.6	18	0.3	1.9	-7	0
O=C(NC1CCCCC1)C(c1ccc2ncccc2c1)N(Cc1ccco1)C(=O)c1ccc2c(c1)OCCO2 (centres undefined)	-5	-2	-3.1	-1.8	0.3	-1.6	2	-1.1	-3.9	9	-9
Cc1cc(F)ccc1C(O)c1ncc(-c2ccc(Cl)cc2)[nH]1 (centres undefined)	1	0	2.2	-0.9	-1.8	0.5	-11	.	-0.9	0	2
CN1CCN(S(=O)(=O)c2cccc(C(=O)NCCOc3ccccc3)c2)CC1	3	3	0.3	-0.5	-1.1	-0.5	-3	-0.5	-0.6	5	-1
CCCc1nc2ccc(NC(=O)c3cccs3)cc2c(=O)n1Cc1ccc(Cl)cc1	0	8	0.2	-1.8	-1.5	-0.4	-1	0.6	1.5	9	6
COc1ccccc1C1/C(=C(\O)c2ccc3c(c2)OCCO3)C(=O)C(=O)N1CCCn1ccnc1 (centres undefined)	1	3	3.5	-0.8	1.9	2.4	-11	0.6	-0.4	6	2
CC1(C(=O)NCc2ccccc2Br)CCN1C(=O)C1(c2ccc(Cl)cc2)CC1 (centres undefined)	-1	-5	-0.5	-2.0	-2.2	-1.0	-12	.	-0.2	-5	-1
COc1cc(/C=N/N2C(C)CCCC2C)cc(OC)c1O (centres undefined)	1	-1	0.8	-1.3	-0.5	0.1	-2	0.9	1.5	-3	-1

Single records (already shown).
Cc1cc(F)ccc1C(O)c1ncc(-c2ccc(Cl)cc2)[nH]1 (centres undefined) reads SMARCA2 act = 1; NPR2 activator = 0; hgDAF12 agonist = 2.2; ssDAF12 agonist = -0.9; hcDAF-12 act = -1.8; DAX1 inh-1 = 0.5; HGIII-sPLA2 inh = -11; DAX1 inh-2 = .; FXN GAA850 act = -0.9; ADAM10 inh = 0; GC-A act = 2
COc1ccc(CN2CCN(C(C)C(=O)NC(C)c3ccc(F)cc3)CC2)cc1F (centres undefined) reads SMARCA2 act = -1; NPR2 activator = 1; hgDAF12 agonist = 0.1; ssDAF12 agonist = -1.5; hcDAF-12 act = -1.5; DAX1 inh-1 = -0.7; HGIII-sPLA2 inh = 5; DAX1 inh-2 = -1.0; FXN GAA850 act = -1.4; ADAM10 inh = -2; GC-A act = -2
